ELG1 repair inh = qHTS screen for small molecules that inhibit ELG1-dependent DNA repair in human embryonic kidney (HEK293T) cells expressing luciferase-tagged ELG1; HEK293T ELG1-luciferase reporter, luminescence, 16 h; DNA damage induced by 5-fluorouridine; 2.3% of 330,000 active; Potency, µM (top dose mostly 46.1 µM), inactives show top-dose activity change, negative = inhibition, actives largely listed as inhibitors; AID 504467, 2011; also: potency is read from the fitted curve at half-maximal effect; % is scaled to controls: 0 for no effect and ±100 for the full control effect; nearly all actives have a fitted effect of over 55% in size
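Quantitative HTS, concentration-response format. 2,000 cells/well co-treated with 5-fluorouridine and compound, 16 hr in 5% CO2 at 37 °C; ONE-Glo luminescence read after 30 min.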
FLuc modulator = qHTS profiling assay for firefly luciferase inhibitor/activator using purifed enzyme and Km concentrations of substrates (counterscreen for miR-21 project); Luciferin 4-monooxygenase (Photinus pyralis), P08659; purified FLuc, Km substrates, luminescence inhibition; Potency, µM (highest dose often 57.5 µM), inactives show at the highest dose activity change, negative = inhibition, actives largely listed as inhibitors; 6.9% of 360,000 active; AID 588342, 2011;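 also: potency is read from the fitted curve at half-maximal effect; plate controls were vehicle for no effect and reference inhibitor for full effect; nearly all actives have a fitted effect of over 55% in size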
Target sequence (P08659 whole entry, looked up): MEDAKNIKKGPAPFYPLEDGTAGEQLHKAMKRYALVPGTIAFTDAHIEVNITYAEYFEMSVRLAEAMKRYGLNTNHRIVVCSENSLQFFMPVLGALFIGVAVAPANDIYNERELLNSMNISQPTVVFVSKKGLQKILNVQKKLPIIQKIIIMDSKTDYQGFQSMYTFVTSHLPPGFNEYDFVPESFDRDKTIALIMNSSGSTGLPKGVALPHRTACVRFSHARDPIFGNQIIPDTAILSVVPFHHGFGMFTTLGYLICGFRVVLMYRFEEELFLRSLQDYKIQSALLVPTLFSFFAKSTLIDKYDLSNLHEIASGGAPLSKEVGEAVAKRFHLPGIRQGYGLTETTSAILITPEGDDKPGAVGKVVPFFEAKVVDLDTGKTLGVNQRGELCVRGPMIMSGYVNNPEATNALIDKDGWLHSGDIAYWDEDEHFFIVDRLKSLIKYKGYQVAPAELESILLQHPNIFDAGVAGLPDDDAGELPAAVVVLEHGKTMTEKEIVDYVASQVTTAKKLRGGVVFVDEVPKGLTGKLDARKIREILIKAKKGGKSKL
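Biochemical qHTS of compounds, final roughly 60 µM downward over six points, against 10 nM purified firefly luciferase using Km concentrations of substrates (10 uM D-luciferin, 10 uM ATP) in Tris acetate pH 7.5 buffer; luminescence output.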
Gal4-VP16 FLuc = VP16 counterscreen qHTS for inhibitors of ROR gamma transcriptional activity; Drosophila S2 Gal4-VP16 UAS-luciferase, luminescence, 20 h; Potency, µM (doses to about 53.6 µM), without a hit: top-dose activity, negative = inhibition, usual class: inhibitors; 3.5% of 310,000 active;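 also: Gal4-VP16 expression switched on by copper sulfate through the metallothionein promoter; potency is read from the fitted curve at half-maximal effect; % is scaled to controls: 0 for no effect and ±100 for the full control effect; nearly all actives have a fitted effect of over 50% in size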
BRCA1 expr act = qHTS Assay to Identify Small Molecule Activators of BRCA1 Expression. MCF7-BRCA1-FFLuc reporter, luminescence, 48 h; response scale: scaled: vehicle 0%, 10 µM genistein 100%. Potency, µM (series often up to 46.1 µM), for the others: at the highest dose activation, hits mostly activators. 1.1% of 380,000 active; also: potency is read from the fitted curve at half-maximal effect; nearly all actives have a fitted effect of over 80% in size; some results filed as inactive show a strong effect at the top dose
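48 h compound treatment of MCF7-BRCA1-FFLuc cells (phenol-red free MEM, 37 °C), then 15 min with luciferase substrate and luminescence imaging.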
Tb PFK inh = qHTS Assay to Find Inhibitors of T. brucei phosphofructokinase | ATP-dependent 6-phosphofructokinase (Trypanosoma brucei brucei), O15648 | T. brucei PFK, ADP-Glo luminescence | Potency, µM (series often up to 57.5 µM), for inactives: at the highest dose activity, negative = inhibition, hits mostly inhibitors | 0.17% of 330,000 active | AID 485367, 2010;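 also: potency is read from the fitted curve at half-maximal effect; 0% = uninhibited 1x PFK enzyme wells and -100% = no-enzyme wells; nearly all actives have a fitted effect of over 60% in size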
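1.25 nM PFK with 0.5 mM F6P and 0.1 mM ATP in 0.1 M TEA pH 8.0, 5 mM MgCl2, incubated 45 min at room temperature; ADP measured by ADP-Glo luminescence; compounds titrated up to 57 uM.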
p53 reactivator = qHTS assay for re-activators of p53 using a Luc reporter; H1299 p53-A138V BP100-luciferase reporter, luminescence, 24 h; Potency, µM (series often up to 92.2 µM), for the others: at the top dose activity change, positive = activation, most hits filed as activators; 0.063% of 320,000 active; also: potency is read from the fitted curve at half-maximal effect; % of control where 0% means no effect; nearly all actives have a fitted effect of over 45% in size
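H1299 (p53-null), stable ts p53-A138V + BP100-Luc; 1000 cells/well, Opti-MEM/10% FBS; cpd 4 pt, 1:5; 24 h, 37 deg C, 5% CO2; detection reagent 10 min RT; luminescence.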
RORgamma inh = qHTS for inhibitors of ROR gamma transcriptional activity | Nuclear receptor ROR-gamma (Mus musculus), P51450 | Drosophila S2 Gal4-RORgamma UAS-luciferase reporter, 20 h | Potency, µM (doses to about 53.6 µM), inactives show at the highest dose activity change, negative = inhibition, usual class: inhibitors | 5.4% of 310,000 active; also: potency is read from the fitted curve at half-maximal effect; % is scaled to controls: 0 for no effect and ±100 for the full control effect; nearly all actives have a fitted effect of over 60% in size
Target sequence (P51450 whole entry, looked up, the tested form may be a part): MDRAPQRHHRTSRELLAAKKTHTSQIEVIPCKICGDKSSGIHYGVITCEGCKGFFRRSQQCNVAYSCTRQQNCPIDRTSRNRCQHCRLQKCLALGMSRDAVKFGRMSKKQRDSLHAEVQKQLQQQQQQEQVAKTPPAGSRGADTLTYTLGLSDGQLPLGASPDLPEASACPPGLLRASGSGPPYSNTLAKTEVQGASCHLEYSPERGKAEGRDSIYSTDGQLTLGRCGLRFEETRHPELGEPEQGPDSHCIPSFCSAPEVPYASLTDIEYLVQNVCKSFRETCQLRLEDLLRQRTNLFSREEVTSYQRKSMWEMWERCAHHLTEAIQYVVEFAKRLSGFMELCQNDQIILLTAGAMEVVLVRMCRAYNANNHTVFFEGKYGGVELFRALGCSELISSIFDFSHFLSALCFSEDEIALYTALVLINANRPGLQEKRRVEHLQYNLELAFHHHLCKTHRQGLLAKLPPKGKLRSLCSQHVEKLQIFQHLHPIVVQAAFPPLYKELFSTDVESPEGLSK
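Stably transfected Drosophila Schneider cells are the test system, with ROR gamma fused to Gal4 and luciferase under UAS control; luminescence is read after 20 hr of 700 uM copper sulfate induction at ambient temperature.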
NPC1 promoter act = qHTS Assay for NPC1 Promoter Activators | Huh7 NPC1 promoter luciferase reporter, 24 h | Potency, µM (doses to about 9.22 µM), for the others: top-dose activation, most hits filed as activators | 2.4% of 320,000 active | AID 485313, 2010;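 also: potency is read from the fitted curve at half-maximal effect; % of control where 0% means no effect; nearly all actives have a fitted effect of over 60% in size; reporter is driven by a mutant NPC1 promoter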
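NPC1 promoter–luciferase Huh7 cells; 24 h compound; luminescence.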
ELG1 genotox = qHTS screen for small molecules that induce genotoxicity in human embryonic kidney (HEK293T) cells expressing luciferase-tagged ELG1. HEK293T ELG1-luciferase reporter, luminescence, 16 h. Potency, µM (top dose mostly 46 µM), for the others: top-dose activity change, positive = activation, actives largely listed as activators. 1.3% of 330,000 active; also: potency is read from the fitted curve at half-maximal effect; % of control where 0% means no effect; nearly all actives have a fitted effect of over 60% in size
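Genotoxic stress is detected as increased luminescence from luciferase-tagged ELG1 in HEK293T cells, measured with ONE-Glo after a 16 hr treatment at 37 °C.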
TRPV1 ag = HTS Assay for Compounds that Act as Agonists of the Vanilloid Receptor 1; 0.19% of 320,000 active; TRPV1-expressing cells, Fluo-8 calcium influx, agonist mode; Transient receptor potential cation channel subfamily V member 1 (Homo sapiens), Q8NER1; activation, % at 8.33 µM; in the data active = activation above about 80%; inconclusive = between about 30% and that limit; also: 0% is about no effect
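Cells expressing TRPV1 were dye-loaded with Fluo-8 and read kinetically: 10 s baseline, 3 min after compound (agonist portion), then 2 min after EC20 capsaicin (allosteric enhancer portion). Calcium-bound dye fluorescence at 480/520 nm.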
Rab9 promoter act = qHTS Assay for Rab9 Promoter Activators; Huh7 Rab9 promoter-luciferase reporter, luminescence, 24 h; Potency, µM (doses to about 9.22 µM), without a hit: at the top dose activation, negative = inhibition, hits mostly activators; 2.8% of 320,000 active; AID 485297, 2010; also: potency is read from the fitted curve at half-maximal effect; % of control where 0% means no effect; nearly all actives have a fitted effect of over 60% in size
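Steps: seed 1500 Huh7 Rab9-luc cells per well, rest 2 h at 37 °C; add compound in DMSO; incubate 24 h; add luciferase reagent, 10 min ambient; read luminescence.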
Starred values were filed as active, the others as inactive; ? = inconclusive; . = not tested or not shown; [ ] = another dose, or the depositor's remark. Unless noted, calls follow the shape of the dose curve; as a rule, active = well fitted curve in the direction sought with a large enough effect; inconclusive = small, poorly fitted or top-dose-only effect, or another doubt; inactive = no such curve, though single readings can be large; an effect the other way counts as inactive or inconclusive.

SMILES	ELG1 repair inh	FLuc modulator	Gal4-VP16 FLuc	BRCA1 expr act	Tb PFK inh	p53 reactivator	RORgamma inh	NPC1 promoter act	ELG1 genotox	TRPV1 ag	Rab9 promoter act
Cc1ccc(N(CCCCN2C(=O)c3ccccc3C2=O)C(=O)c2ccc(Cl)s2)cc1	-6%	1%	-4%	-4%	-7%	0%	11%	-1%	-4%	-1	10%
Cc1cc(C)c(C(N)=O)c(SCC(=O)c2ccc(Cl)cc2)n1	12%	1%	?	1%	2%	15%	15%	6%	1%	.	1%
Cc1ccc(C(=O)NCC(=O)OCC(=O)NC2CCCCCCC2)cc1	-7%	7%	2%	-10%	-8%	-7%	7%	-6%	-2%	?	10%
CC(=O)Nc1ccc(S(=O)(=O)N(C)CC(=O)OCC(=O)c2ccc3c(c2)NC(=O)CO3)cc1	8%	6%	.	-2%	3%	3%	.	-7%	5%	-4	-2%
O=C(CNC(=O)c1ccc(S(=O)(=O)N2CCCC2)cc1)N/N=C/c1ccc(Cl)cc1Cl	?	-1%	-8%	-58%	0%	-10%	34%	-6%	-3%	-2	1%
COc1cc(-c2noc(C3CCCN(C(=O)c4ccccc4)C3)n2)cc(OC)c1OC (stereo not given)	?	11%	7%	-1%	0%	.	11%	-1%	-5%	6	5%
O=S1(=O)CCC(NCC2CCCO2)C1 (stereo not given)	2%	6%	0%	3%	2%	2%	-30%	0%	3%	0	-5%
O=C(Nc1ccc(Cl)c(S(=O)(=O)N2CCCCC2)c1)c1ccncc1	?	-5%	.	-56%	0%	-12%	.	-10%	-7%	?	-17%
O=C(Nc1ccccc1)c1ccccc1NC(=O)C1CCCCC1	-7%	0%	6%	-31%	2%	1%	-7%	-3%	1%	?	1%
COc1ccc(C2C(C(=O)c3ccco3)=C(O)C(=O)N2c2nnc(C)s2)cc1OC (stereo not given)	6%	-2%	4%	-5%	1%	-1%	-22%	3%	4%	0	-4%
O=C(C1CCN(C2CC(=O)N(Cc3ccccc3)C2=O)CC1)N1CCCCCC1 (stereo not given)	0%	2%	-18%	-1%	-4%	3%	32%	5%	-2%	-5	1%
CN(CC(=O)Nc1cc(Cl)ccc1Cl)C1CCS(=O)(=O)C1 (stereo not given)	8%	-2%	.	4%	4%	-11%	.	0%	-2%	-1	-1%
O=C(NN=C1CCCC1)c1ccc(Cl)cc1	-22%	-3%	3%	-17%	-24%	-1%	?	15%	-1%	8	16%
COc1ccccc1C(=O)Nc1cc2cc(Br)ccc2oc1=O	?	-9%	-12%	-39%	0%	-7%	?	25%	3%	-7	?
CC(C)Cc1[nH]c(=O)c(C#N)c2c1COC(C)(C)C2	18%	7%	-4%	10%	-3%	1%	-8%	-2%	1%	0	0%
CCCCCCCCCCCCN1C/C(=C\C(=O)OCC)c2ccccc2S1(=O)=O	-8%	0%	-8%	0%	-1%	17%	11%	-6%	-7%	-2	-1%
CC(C)=CC(=O)O[C@H]1[C@@H]2[C@H](C)C(=O)O[C@@H]2C[C@@H](C)[C@@H]2[C@@H](O)CC(=O)[C@]21C	3%	0%	8%	-6%	3%	10%	-14%	-5%	0%	-2	-6%
COc1cccc(NC(=O)Cn2c(-c3cncs3)nc3ccccc32)c1	-2%	-3%	27%	-1%	-12%	-6%	17%	-1%	0%	0	-6%
O=C(N/N=C/c1cccnc1)c1ccc([N+](=O)[O-])cc1Cl	13%	?	2%	9%	1%	22%	-33%	-1%	-2%	22	-3%
O=C(COC(=O)CNC(=O)c1ccccc1)NCCCc1ccccc1	13%	.	.	0%	-1%	4%	.	.	4%	.	.
O=C(CSc1nc2nn(-c3ccccc3)c(=O)c-2c2n1CCCCC2)NCCCc1ccccc1	8%	2%	0%	-13%	0%	-4%	29%	-6%	0%	3	0%
COc1ccccc1-n1nnnc1SCC(=O)NC1CC1	11%	3%	.	13%	2%	-4%	.	-1%	1%	0	-1%
CCc1ccc(C2CC(c3ccccc3)n3ncnc3N2)cc1 (stereo not given)	12%	3%	-4%	6%	-4%	-6%	18µM*	-1%	1%	9	12%
OCC[C@@H]1C[C@@H](O)[C@H](O)[C@]2(CCc3ccccc3O2)O1	-8%	-1%	-9%	6%	2%	.	7%	-7%	6%	4	-3%
COc1cccc(Cn2c(Oc3ccccc3)nc3c2c(=O)n(C)c(=O)n3C)c1	?	3%	?	-22%	-6%	-20%	22%	0%	-5%	?	-7%
O=C(COC(=O)c1ccc[nH]c1=O)NCC12CC3CC(CC(C3)C1)C2	?	-2%	.	69%	7%	?	.	10%	8%	0	26%
Cc1ccc(CN2CCN(/N=C/c3cccnc3)CC2)c(C)c1	-14%	5%	-2%	-4%	1%	-16%	?	-1%	-4%	4	-6%
CCOC(=O)C(CCCCP(=O)(c1ccccc1)c1ccccc1)(NC(C)=O)C(=O)OCC	3%	0%	-1%	-4%	-1%	0%	9%	0%	0%	0	-7%
CCOC(=O)c1ccccc1NC(=O)COC(=O)CCNS(=O)(=O)c1cccs1	14%	4%	.	-1%	2%	12%	.	1%	2%	9	3%
O=C(c1ccc(COc2c(F)c(F)cc(F)c2F)o1)N1CCN(c2ccccc2)CC1	?	?	-22%	-15%	-7%	4%	27%	-1%	-10%	-6	0%
C/C(=N\NC(=O)C1(C)NC(C)(C)Cc2ccccc21)c1ccccc1 (stereo not given)	?	-1%	-1%	-4%	2%	-1%	-8%	-4%	-4%	-4	3%
O=C(Cc1coc2cc(O)ccc12)NNC(=O)c1cccs1	22%	.	.	-26%	-6%	23%	.	.	1%	.	.
COc1ccc(C(=O)N2CCCC(CNC(=O)c3ccccc3Cl)C2)o1 (stereo not given)	28%	?	?	12%	1%	7%	21%	6%	13%	-1	22%
O=C(O)CCc1ccc(-c2ccc(Br)cc2)n1Cc1ccco1	-6%	4%	-9%	2%	-11%	1%	4%	-3%	-1%	0	-6%
N#CCCSc1nc(N2CCOCC2)c2c(c1C#N)CCCC2	-6%	12%	15%	-39%	-5%	3%	-20%	-5%	4%	-3	-4%
Cc1c(Br)c(C(F)(F)F)nn1CC(=O)NCCCn1ccnc1	-1%	2%	0%	-9%	-9%	-2%	3%	-4%	-1%	-1	-3%
O=C(COC(=O)c1ccco1)NCCNC(=O)COC(=O)c1ccco1	10%	4%	-7%	8%	-11%	17%	-5%	-3%	1%	-2	7%
OCCN1CN=C(Nc2nc3ccccc3s2)NC1	12%	1%	14%	21%	-2%	4%	0%	-3%	8%	4	-2%
CCCCN(C(=O)c1cc(S(=O)(=O)N2CCOCC2)ccc1Cl)c1c(N)n(CC(C)C)c(=O)[nH]c1=O	13%	4%	.	37%	-1%	10%	.	-7%	-5%	-1	3%
CC(C)(C)NC(=O)CC1C[C@H](C(=O)N2CCOCC2)[C@@]2(CCC3CCCC3)c3[nH]c4ccccc4c3CCN2C1=O (stereo not given in full)	3%	.	.	-20%	-2%	-2%	.	.	-1%	.	.
COCCn1c(SCC(=O)NCc2ccc3c(c2)OCO3)nc2ccccc2c1=O	2%	3%	-9%	1%	0%	-4%	19%	3%	-10%	4	1%
Cn1c(CNC(=O)c2ccco2)nnc1SCC(=O)N1c2ccccc2Sc2ccccc21	-5%	-2%[2.3 µM]	-4%	-9%	-4%	-1%	-5%	-1%	-3%	1	14%

Sorted by the number under TRPV1 ag (largest number first): three of the compounds above
Compound | TRPV1 ag
COCCn1c(SCC(=O)NCc2ccc3c(c2)OCO3)nc2ccccc2c1=O | 4
CCCCN(C(=O)c1cc(S(=O)(=O)N2CCOCC2)ccc1Cl)c1c(N)n(CC(C)C)c(=O)[nH]c1=O | -1
O=C(COC(=O)c1ccco1)NCCNC(=O)COC(=O)c1ccco1 | -2

Screening results as filed in PubChem.
